TAAR1 agonist: agonists of human TAAR1 | Q96RJ0 | CHO RD-HGA16 TAAR1, Fluo-8 calcium fluorescence; vehicle wells 0%, saturating PEA agonist 100% | activation, % at 3 µM | actives 0.99% (n = 360,000);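 active = activation above the mean activation of all test compounds in the run plus 3 SD, cut at about 38% in these data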
Target sequence (Q96RJ0 whole entry, looked up): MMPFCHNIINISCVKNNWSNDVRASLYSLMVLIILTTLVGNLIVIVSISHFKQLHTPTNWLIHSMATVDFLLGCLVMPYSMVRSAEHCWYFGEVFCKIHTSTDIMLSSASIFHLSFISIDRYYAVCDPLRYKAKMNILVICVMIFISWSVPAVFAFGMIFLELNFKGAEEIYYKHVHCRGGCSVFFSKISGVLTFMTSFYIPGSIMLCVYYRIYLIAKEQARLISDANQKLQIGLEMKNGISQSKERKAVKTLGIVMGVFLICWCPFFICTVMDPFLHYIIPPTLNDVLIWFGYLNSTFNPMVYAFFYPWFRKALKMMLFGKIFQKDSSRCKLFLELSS
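test system = CHO RD-HGA16 cells carrying human TAAR1 plus Gα16 | schedule = 17-24 h seeding, 75 min 37 °C dye, 30 min RT | compound dosing = 3 µM single concentration | control set = DMSO and PEA EC100 | replicates = n 1 | signal = Fluo-8 fluorescence, 5 s baseline then 140 s kinetic read | measure = percent activation vs PEA EC100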
M1 ag: human M1 muscarinic receptor agonism | actives 0.33% (n = 360,000) | CHO-K1 hM1, Fluo-8 calcium fluorescence, agonist mode; 0% DMSO, 100% acetylcholine EC100 | activation, % at 3 µM;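 active = activation above the run's mean compound activation plus 3 SD, cut at about 16% in these data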;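 note: peak over basal fluorescence ratio within a 140 s kinetic read after compound addition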
Target sequence (P11229 whole entry, looked up): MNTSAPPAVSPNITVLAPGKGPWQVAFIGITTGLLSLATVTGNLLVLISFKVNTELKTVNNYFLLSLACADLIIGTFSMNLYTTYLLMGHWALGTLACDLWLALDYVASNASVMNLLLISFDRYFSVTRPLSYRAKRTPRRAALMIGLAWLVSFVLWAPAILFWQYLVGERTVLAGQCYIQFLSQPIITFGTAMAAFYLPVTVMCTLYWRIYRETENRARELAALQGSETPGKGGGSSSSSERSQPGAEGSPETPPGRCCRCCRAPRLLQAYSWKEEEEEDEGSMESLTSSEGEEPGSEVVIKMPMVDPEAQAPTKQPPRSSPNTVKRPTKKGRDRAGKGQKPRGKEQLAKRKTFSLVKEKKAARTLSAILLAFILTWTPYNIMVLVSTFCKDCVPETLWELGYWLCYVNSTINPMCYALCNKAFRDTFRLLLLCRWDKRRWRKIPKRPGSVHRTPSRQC
TAAR1 antagonist: antagonists of human TAAR1; Q96RJ0; CHO RD-HGA16 TAAR1, Fluo-8 calcium fluorescence, antagonist; AID 624466; inhibition, % at 3 µM; actives 1.5% (n = 360,000);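 active = inhibition above a per-plate cutoff, the mean inhibition of test compounds on that plate plus 3 SD, cut at about 49% in these data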;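 note: 0% = DMSO plus EC80 beta-PEA response and 100% = DMSO alone without agonist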
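Test system: CHO RD-HGA16 cells bearing hTAAR1 | Reagent: β-PEA, EC80 | Compound dosing: 3 µM, single point | Schedule: Dye loading 75 min at 37 °C, then 30 min room temperature | Signal: Calcium fluorescence with Fluo-8 | Evaluation: Percent inhibition of PEA-evoked calcium signal, max/basal emission ratio | Control set: DMSO-only wells and EC80 β-PEA-stimulated wells | Repeats: Singlicate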
M1 PAM: positive allosteric modulators of human M1 muscarinic receptor | actives 0.088% (n = 360,000) | P11229 | CHO-K1 hM1, Fluo-8 calcium fluorescence, ACh EC20; 0% = ACh EC20, 100% = maximal ACh | AID 588819 | activation, % at 3 µM; in the data active = activation above about 19%, passing the limit was not always enough
M1 ag parental: M1 agonist counterscreen hit in parental CHO-K1 cells. activation, % at 3 µM. actives 0.48% (n = 360,000). Fluo-8 calcium fluorescence; scaled to maximal ATP response, vehicle zero; in the data active = activation above about 15%;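 note: untransfected CHO-K1 host cells lacking M1 receptor as counterscreen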
M1 antag: blocks human M1 muscarinic receptor; P11229; CHO-K1 hM1, Fluo-8 calcium fluorescence, ACh EC80 antagonist; inhibition, % at 3 µM; actives 1.3% (n = 360,000);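 active = percent inhibition above its own plate's cutoff, namely the mean of that plate's compound wells plus 3 SD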;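 note: peak over basal fluorescence ratio during 140 s after agonist addition; 0% = ACh EC80 plus DMSO and 100% = DMSO alone without agonist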
CHO-K1 Ca PAM: counter-screen for M1 PAMs: effect in parental CHO-K1 cells. activation, % at 3 µM. ATP EC20, Fluo-8 calcium fluorescence; 0% at ATP EC20, 100% at ATP max. actives 0.02% (n = 360,000);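 active = activation above the run cutoff, the mean activation of all test compounds plus 3 SD, cut at about 40% in these data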;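 note: peak over basal fluorescence ratio in a 140 s read after ATP addition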
CHO-K1 Ca antag: nonselective inhibitor or artifact in parental CHO-K1 cells; ATP-induced calcium, Fluo-8 fluorescence; inhibition, % at 3 µM; actives 0.6% (n = 360,000);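 active = inhibition above a per-plate cutoff, the plate's mean sample inhibition plus 3 SD, cut at about 24% in these data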;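 note: 0% = DMSO plus EC80 ATP and 100% = DMSO alone without ATP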
CHO parental Ca: counter-screen: ATP calcium response change in parental CHO cells | parental CHO-K1, ATP-induced calcium, Fluo-8 fluorescence | inhibition, % at 5.6 µM | actives 0.63% (n = 330,000) | AID 463079;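 active = inhibition above that plate's mean sample inhibition plus 3 SD, cut at about 26% in these data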;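 note: 0% = ATP-challenged DMSO wells and 100% = DMSO wells without ATP; some compounds past the cut are filed as inactive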
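Assay system: parental CHO cells; Read-out basis: percent inhibition of ATP-evoked calcium rise, normalized to controls; Benchmarks: ATP and no-ATP DMSO wells; Compound dosing: single nominal dose of 5.6 µM per compound; Signal: Fluo-8 calcium dye fluorescence; Also added: ATP as calcium-mobilizing challenge; Repeats: singlicate.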
* = called active by the depositor; · = no result given. The order is random, and some 4.4% of all compounds hit somewhere here.

compound,CHO parental Ca,M1 antag,M1 ag parental,M1 PAM,CHO-K1 Ca PAM,M1 ag,TAAR1 antagonist,CHO-K1 Ca antag,TAAR1 agonist
COc1ccc(-n2c(COc3ccccc3)n[nH]c2=S)cc1,-8,-14,0.8,9,-13,-2,-10,7,6
COCCNc1c(-c2ccc(O)cc2)nc2ccc(Cl)cn12,-16,7,4.0,-5,11,-3,33,8,17
O=C(Nc1cccc(S(=O)(=O)N2CCCCC2)c1)c1cc(=O)[nH]c2ccccc12,-17,8,0.3,-5,-12,-1,2,-1,12
CC(=O)Nc1cccc(-c2ccnc3c2CC(C)(C(=O)Nc2ccc4c(c2)OCO4)O3)c1 (stereo not given),·,-6,0.0,19,-8,5,-4,8,3
CC(=O)N1CCc2cc(S(=O)(=O)CCC(=O)N3CCN(c4ccccn4)CC3)ccc21,-8,-14,0.5,2,15,-6,7,-9,14
CC(C)NC(=O)CCS(=O)(=O)c1cccc2nonc12,10,-10,0.6,5,20,-3,1,-8,1
CCn1cc(C(=O)NCCCN2CC(C)CC(C)C2)c2cc(OC)c(OC)cc2c1=O (stereo not given),-16,-10,0.1,11,13,-3,-12,-5,0
Nc1c(C(=O)NCCc2ccccc2)nnn1Cc1ccc(Cl)cc1,-10,-9,1.9,12,23,1,8,-3,6
CC1=Nn2c(nnc2C2CCCCC2)SC1,-2,-12,0.0,16,-3,-2,-14,1,7
CC(C)(C)C(=O)Nc1ccccc1C(=O)Nc1ccncc1,3,-10,0.0,7,3,-6,-9,-4,7
COc1ccc(CCNC(=O)C2CCN(S(=O)(=O)c3ccc(-n4cnnn4)cc3)CC2)cc1OC,-3,9,0.9,-5,11,-4,-14,-18,7
CCOc1ccc(S(=O)(=O)NCc2ccc3c(c2)OCO3)cc1NC(C)=O,-6,-3,0.5,9,-5,1,-16,6,4
CCC(=NNc1ccc([N+](=O)[O-])cc1[N+](=O)[O-])c1ccccc1,·,7,1.0,-4,6,-7,-20,-14,1
Cc1ccc(NC(=O)CSCC(=O)Nc2cccc(S(=O)(=O)N3CCCCCC3)c2)cc1,-25,14,1.3,-8,-18,-1,30,0,4
COc1ccc(C(=O)CN2C(=O)NC3(CCc4ccccc43)C2=O)c(OC)c1 (stereo not given),-20,-21,0.1,13,27,1,-20,-4,4
COc1ccc(S(=O)(=O)N(C)C)cc1NS(=O)(=O)c1ccc(F)c(F)c1F,1,-13,-0.3,-1,2,-2,2,1,0
CC1CCN(S(=O)(=O)c2cc(C(=O)Nc3ccccn3)ccc2Br)CC1,-11,10,4.1,-6,-1,-3,9,10,-1
CNS(=O)(=O)c1cccc(C(=O)OCC(=O)Nc2ccc(-c3nc4ccc(C)cc4s3)cc2)c1,6,-1,0.0,-2,0,-4,·,-2,·
CN(Cc1ccccn1)C(=O)C1CCC(=O)N(Cc2cccc(F)c2)C1 (stereo not given),-7,-8,4.9,9,17,-3,-11,-5,1
COc1ccc(S(=O)(=O)N2CCCCC2c2cc(C(=O)Nc3ccccc3)no2)cc1 (stereo not given),·,-16,0.3,12,1,3,-21,-6,-2
CCOC(=O)N1CCN(C(=O)c2ccc3c(=O)n(-c4ccc(F)cc4)c(=S)[nH]c3c2)CC1,-14,-2,0.3,4,18,-5,-5,-6,8
Fc1cc(F)nc(NCc2ccccc2)n1,·,-12,0.4,5,7,-3,-8,-12,-2
Cc1cccn2c(=O)c3cc(C#N)c(=O)n(-c4c(C)n(C)n(-c5ccccc5)c4=O)c3nc12,3,-16,0.4,4,16,-2,-9,-10,14
O=[N+]([O-])c1cc2c(cc1/C=N/Nc1nc(Nc3ccccc3)nc(N3CCCCC3)n1)OCO2,-23,6,0.0,-1,-1,-4,11,7,2
CC1CCCN(C(=O)CSc2nc3ccccc3o2)C1 (stereo not given),-10,-7,0.7,7,13,-3,6,-5,4
COc1ccc(C=O)cc1Oc1nc(Cl)ncc1F,-2,-2,2.0,4,12,1,-16,-7,13
CC(=O)N1c2ccc(S(=O)(=O)N3CCCC3C(=O)NCc3ccc(Cl)cc3)cc2CC1C (stereo not given),1,-14,-0.1,7,21,-11,-3,-6,0
O=C(CCNC(=O)c1ccccc1Cl)Nc1nc(-c2ccccc2Cl)cs1,-12,0,2.6,3,6,-3,27,-4,11
Cc1c(/C=N/NC(=O)CNc2ccccc2)c2ccccn2c1C(=O)c1ccccc1,-21,-1,2.7,1,15,-5,48,2,6
CCCCn1c(SCC(=O)N2CCC(C)CC2)nc2cc(S(N)(=O)=O)ccc21,-5,-7,0.0,9,12,-4,·,1,·
O=C1OC(Nc2ccccn2)c2ccccc21 (stereo not given),-9,-11,1.1,7,-8,0,5,-7,4
S=C(NCCc1ccccc1)Nc1ccccc1,-8,-23,1.0,3,16,-3,0,-17,33
Oc1ccccc1Nc1nc(NCc2ccccc2)c2ccccc2n1,13,8,5.5,0,21,-2,13,-7,13
CCOC(=O)c1ccc(-c2cc(C)no2)[nH]1,4,11,3.5,-9,-11,-3,-5,7,0
CCOC(=O)c1cc(-c2ccccc2)nc2c1c(C)nn2-c1ccccn1,-26,-1,1.0,-1,14,-3,53*,-9,16
O=C(CSc1nnc(SCc2ccc(F)cc2)s1)Nc1ccc(C(=O)O)cc1,-6,-29,0.3,3,5,-2,3,-9,1
COCCn1c(SCc2nc3cc(OC)c(OC)cc3c(=O)[nH]2)nnc1-c1ccncc1,7,-19,0.2,14,12,-6,12,-5,7
CC(C)(C)c1ccc(CN2C3=NCCCN3c3ccccc32)cc1,-12,19,2.6,-11,0,-1,-3,1,28
CCCC[C@@H]1CNC(=S)N1CCC12CC3CC(CC(C3)C1)C2,-28,-10,1.3,5,16,-2,21,-16,7
O=C(N/N=C/c1cccc([N+](=O)[O-])c1)c1cc2c(ccc3ccccc32)o1,1,1,-0.4,0,11,-2,2,4,4
CN(C(=O)CSc1ncnc2sccc12)c1c(N)n(Cc2ccccc2)c(=O)[nH]c1=O,-10,-11,0.3,5,-16,-6,11,5,2
Cc1ccc(C2=N/C(=C\c3ccc(F)cc3)C(=O)N2)cc1,-19,-14,0.8,5,19,-4,-5,-21,1
CC1Cc2ccccc2N1C(=O)CSc1nncs1 (stereo not given),-11,1,0.3,3,15,-2,-14,-6,5
O=C(Nc1ccc(Cl)c(Cl)c1)C1=Cc2ccccc2OC1,1,19,2.8,-9,-5,0,60*,20,9
Cc1ccc(N2C(=O)c3ccc(C(=O)N4CCOCC4)cc3C2=O)cc1C,-8,-3,0.0,1,11,-3,17,-7,7
CCOc1ccc(OCCCCOc2ccccc2C(C)=O)cc1,-16,4,2.8,-6,25,-9,34,-11,-1
CC(C)CC(=O)NC(=S)Nc1sc2c(c1C(N)=O)CCC2,-10,4,-0.9,-9,-16,1,3,38*,3
CC(NC(=O)Cc1ccc(NC2=NC3CS(=O)(=O)CC3S2)cc1)c1ccccc1 (stereo not given),-5,-7,0.1,8,11,-4,2,2,3
O=C(C[C@H]1C(=O)N(CCc2ccccc2)C[C@@H]1Cc1ccccc1)Nc1ccc(Br)cc1,·,-2,-0.1,6,12,-1,3,-6,5
CCOC(=O)c1sc(N2C(=O)C(O)=C(C(=O)c3ccco3)C2c2ccco2)nc1C (stereo not given),5,-6,0.7,6,11,-1,-45,-17,-1

(continued)
compound,CHO parental Ca,M1 antag,M1 ag parental,M1 PAM,CHO-K1 Ca PAM,M1 ag,TAAR1 antagonist,CHO-K1 Ca antag,TAAR1 agonist
Cc1cccc(C2(c3cccc(C)c3)OC(=O)c3ccccc32)c1,12,5,-0.1,-2,4,-1,-20,2,-1
CCN(CC)C(=O)C1CCCN(C(=O)Nc2ccc3nsnc3c2)C1 (stereo not given),-14,-12,0.2,7,12,-2,0,1,-2
CCOc1ccc(CN2CCN(C3CCC3)CC2CCO)cc1 (stereo not given),-11,-8,0.1,3,10,-10,-13,-9,2
O=C(Nc1ccc(F)c([N+](=O)[O-])c1)c1ccc2c(c1)OCCO2,-3,2,1.1,2,-5,-7,3,6,1
COc1cc(NC(=O)C2=C(C)OCCS2)c(Cl)cc1C(=O)NCCN1CCN(C)CC1,12,5,0.2,-3,-5,-5,-17,3,2
Cc1cc(OCC(=O)NC2CCCCC2)ccc1Cl,-8,-8,0.0,8,22,-7,-6,-9,2
CC(=O)c1cnc2cc(-c3cccc(Br)c3)nn2c1C,11,1,1.7,-3,-9,-8,4,9,0
COc1ccc(CCNC(=O)CSc2nnc3ccc(-c4cccnc4)nn23)cc1OC,-8,-10,0.2,19,13,-4,-27,-13,0

Random excerpt: 2 compounds from above
compound,CHO parental Ca,M1 antag,M1 ag parental,M1 PAM,CHO-K1 Ca PAM,M1 ag,TAAR1 antagonist,CHO-K1 Ca antag,TAAR1 agonist
COc1ccc(CCNC(=O)CSc2nnc3ccc(-c4cccnc4)nn23)cc1OC,-8,-10,0.2,19,13,-4,-27,-13,0
O=C(Nc1ccc(F)c([N+](=O)[O-])c1)c1ccc2c(c1)OCCO2,-3,2,1.1,2,-5,-7,3,6,1

Compound activity deposited in PubChem BioAssay by The Scripps Research Institute Molecular Screening Center.
